# Assay outcomes from PubChem.
# BRCA1 expr act: qHTS Assay to Identify Small Molecule Activators of BRCA1 Expression. MCF7-BRCA1-FFLuc reporter, luminescence, 48 h; response scale: scaled: vehicle 0%, 10 µM genistein 100%. Potency, µM (series often up to 46.1 µM), for inactives: at the top dose activation, most hits filed as activators. 1.1% of 380,000 active. AID 624202, 2012; active = well fitted activation curve with a large enough effect; inconclusive = small, poorly fitted or top-dose-only effect; inactive = no such curve, though single readings can be large or run the other way; note: nearly all actives have a fitted effect of over 80% in size; some results filed as inactive show a strong effect at the top dose
#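 MCF7-BRCA1-FFLuc cells, 2000/well in phenol-red-free MEM, attached 2 h then treated 48 h at 37 C. Luciferase luminescence read 15 min after reagent; normalized to genistein maximum activation (10microM) and DMSO, concentration-response fitted.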
# * = called active by the depositor; ? = inconclusive. Potency is the fitted concentration of half-maximal effect. The list is partial, so the mix of outcomes need not match the whole.
SMILES	BRCA1 expr act
COc1cc(-c2c(NC(=O)c3ccco3)oc3ccc(Cl)cc3c2=O)cc(OC)c1OC	-6%
CCCCCCN1C[C@@H](n2cc(COC(=O)c3ccccc3)nn2)[C@H](O)C[C@@H]1c1ccc(C)cc1	-59%
C#Cc1ccc(NC(=O)C2(C)CCN2C(=O)C2(c3ccccc3)CCCC2)cc1 (configuration not stated)	-29%
CS(=O)(=O)N1CCC(C(=O)Nc2ccc(Cl)cc2Cl)CC1	27%
COc1ccc(C(N)c2csc(Nc3ccc(C(=O)c4ccccc4)cc3)n2)cc1 (configuration not stated)	-3%
COc1ccc(NC(=O)c2cc(-c3ccc(F)cc3OC)n[nH]2)c(OC)c1	-18%
Cc1ccc(C)c2c1CCC(=Cc1ccccc1[N+](=O)[O-])C2=O	-28%
c1ccc(CN2CCC3CC2c2cc(N4CCCCC4)ccc23)cc1 (configuration not stated)	-7%
Nc1ccn([C@@H]2O[C@H](CNCc3ccc(N4CCNCC4)cc3)[C@@H](O)[C@H]2O)c(=O)n1	17%
CCOC(=O)[C@]12CCC=C1N(Cc1cccc3ccccc13)C(=O)[C@H](CC(=O)N1CCN(C(=O)c3ccco3)CC1)C2	5%
CC(C)CC(N)c1csc(NC(=O)Nc2ccccc2Cc2ccccc2)n1 (configuration not stated)	-76%
CCCCC[C@H](C)N1C[C@H](COCc2ccccc2)Oc2cc(N3CCC[C@H]3COC)ccc2S1(=O)=O	-1%
CCCOc1ccc(F)cc1-c1cc(C(=O)Nc2cc(OC)ccc2OC)[nH]n1	-24%
O=C(NCC1CCCO1)c1ccc(Cl)c(NS(=O)(=O)c2ccc(F)cc2)c1 (configuration not stated)	1%
Oc1ccc(C[C@H]2CN([C@@H](Cc3ccccc3)CN3CCCC3CN3C(=S)NC[C@@H]3Cc3ccccc3)C(=S)N2CC2CCCCC2)cc1 (some centres not stated)	-36%
CC1(C(=O)NS(=O)(=O)c2ccccc2Cl)CCN1C(=O)CCC1CCCC1 (configuration not stated)	30%
COc1ccc(C2Nc3cccc(O)c3C(=O)N2Cc2ccccc2)cc1COc1ccc(NC(C)=O)cc1 (configuration not stated)	0%
O=C(Nc1cccnc1)C1Cc2c(-c3ccccc3Oc3ccccc3)ccnc2O1 (configuration not stated)	0%
CN(C1=NS(=O)(=O)c2ccccc21)c1ccc(OC(=O)c2ccccc2F)cc1	18%
O=C(NCc1ccc(F)cc1)N1[C@H]2CC[C@@H]1C=C(c1ccc(F)cc1OCc1ccccc1)C2	-20%
COC[C@H]1CCCN1[C@@H]1CS(=O)(=O)N[C@H]1COCc1ccccc1	-1%
Cc1ccc(S(=O)(=O)NCC2CCC(C(=O)NCCCN3CCC(C)CC3)CC2)cc1 (configuration not stated)	-2%
CCc1ccc2c(c1)NC(=O)C2(C)Cc1ccccc1Cl (configuration not stated)	4%
FC(F)(F)c1ccccc1Cc1c(-c2cccc(Br)c2)nc2ccc(Br)cn12	15%
CN(C)c1ccc(/C=C/c2ccnc3ccccc23)cc1N	49%
C(=NNC1=NCCN1)c1ccnc2ccccc12	98%
COc1ccc(-c2csc(C(NC(C)=O)c3cccc(F)c3)n2)cn1 (configuration not stated)	6%
COc1ccc(Cc2nc3ccc(C(=O)N4CCC(C(N)=O)CC4)cc3o2)cc1	-2%
Cc1cc(/C=C2\C=Cc3ccccc32)cc(C)c1[N+](=O)[O-]	-44%
CC1C2CCC(C2)C1OC(=O)c1ccccc1C(=O)O (configuration not stated)	-3%

# The closing 7 records of the section before are carried over, then new ones follow:
SMILES	BRCA1 expr act
FC(F)(F)c1ccccc1Cc1c(-c2cccc(Br)c2)nc2ccc(Br)cn12	15%
CN(C)c1ccc(/C=C/c2ccnc3ccccc23)cc1N	49%
C(=NNC1=NCCN1)c1ccnc2ccccc12	98%
COc1ccc(-c2csc(C(NC(C)=O)c3cccc(F)c3)n2)cn1 (configuration not stated)	6%
COc1ccc(Cc2nc3ccc(C(=O)N4CCC(C(N)=O)CC4)cc3o2)cc1	-2%
Cc1cc(/C=C2\C=Cc3ccccc32)cc(C)c1[N+](=O)[O-]	-44%
CC1C2CCC(C2)C1OC(=O)c1ccccc1C(=O)O (configuration not stated)	-3%
COc1ccccc1C(=O)N/C(=C\c1cn(S(=O)(=O)N(C)C)c2ccccc12)C(=O)N1CCN(C)CC1	-2%
CCCC1NC(=O)c2cccnc2-n2c1nc1ccccc1c2=O (configuration not stated)	7%
O=C1CCN(C(=O)c2ccccc2)c2ccccc21	11%
O=C(c1ccccc1)n1c2ccccc2c(=O)n1-c1ccccc1CCl	100%
CC1(C(=O)NS(=O)(=O)c2cccc(C#N)c2)CCN1C(=O)c1ccccc1 (configuration not stated)	13%
COc1ccccc1CN1CC(C(=O)NCC2(O)CCCCC2)CCC1=O (configuration not stated)	18%
COc1ccc(-c2noc(CCC(=O)NC3CCCCCC3)n2)cc1OC	3%
O=C1NC[C@@H](CCCCN2C[C@H](Cc3ccc(O)cc3)N(CCc3ccccc3)C(=O)C2=O)N(CC2CCCCC2)C1=O	2%
OC[C@@H]1CN(Cc2ccc3c(c2)OCO3)C[C@H](n2cnc3c(N4CCOCC4)ncnc32)O1	14%
CC(NC(=O)c1cccc2c1Oc1ccccc1S2)C(=O)O (configuration not stated)	-8%
Cc1ccc(-c2nc3c(Cl)cc(C(F)(F)F)cn3c2Cc2cccc(F)c2)cc1	18%
CC1=C(C(=O)N2CCOCC2)CC(CC(=O)NCC2CCCCC2)C(=O)N1Cc1ccccc1 (configuration not stated)	30%
Cc1cc2nc(-c3ccccc3Br)n(/C=C(\c3ccccc3)n3c(=O)[nH]c4ccccc43)c2cc1C	-30%
CCCCC1Cc2[nH]c(=S)[nH]c(=O)c2C(C(C)C)O1 (configuration not stated)	0%
CCOC(=O)C1=NOC2(C1)C(=O)Nc1ccc(OC(F)(F)F)cc12 (configuration not stated)	1%
Cc1cccc(CNC(=O)C2CCC(=O)N(CC3CCCCC3)C2)c1 (configuration not stated)	-11%
CC(C)OC(=O)c1c(N)sc2c1CCCC2	5%
S=C(NNC(=S)Nc1ccc(Cl)cc1)NNc1ccccc1	21%
CC(C)C[C@H]1CN(CCCC[C@H]2CNC(=O)C(=O)N2CC2CCCCC2)C(=O)C(=O)N1CC1CCCCC1	1%
CC(=O)Nc1cccc(-c2ccnc3c2CC(C(=O)NCc2ccco2)O3)c1 (configuration not stated)	-37%
C[C@@H]1CN([C@@H](C)CO)S(=O)(=O)c2ccc(Br)cc2O[C@H]1CN(C)Cc1ccc(-c2ccccc2)cc1	-80%
CCNC(=O)C1CCCN(C(=O)c2c(-c3ccccc3)noc2C)CC1 (configuration not stated)	2%
CCNC(=O)C1(C)CCN(Cc2ccc(C(=O)OCC)o2)C1 (configuration not stated)	11%
Cc1ccc(Nc2c(-c3ccc(C)o3)nc3ccccn23)cc1	8%
Cc1ccc(C(=O)NCC(=O)OCc2nnc(-c3ccc([N+](=O)[O-])cc3)o2)cc1	4%
O=C(COc1ccc(Br)cc1)N(Cc1nnc(-c2ccccc2Cl)o1)C1CC1	-36%
COC(=O)CCSc1cc(NCCCOC(C)=O)c([N+](=O)[O-])c2nonc12	-60%
Cc1cc(C)cc(-n2c3ccc(NC(=S)NC4CCCCC4)cc3c(=O)n2C)c1	-37%
CCCCCCn1cc(CN2CC(N3CCN(Cc4cccc(C)c4)CC3)CS2(=O)=O)nn1 (configuration not stated)	-12%
COc1ccc(C#Cc2cnc3c(c2)C(=O)N([C@H](C)CO)C[C@@H](C)[C@H](CN(C)C(=O)CN(C)C)O3)cc1	0%
CCCNC(=O)C1(C)CCN(C(=O)c2oc3ccccc3c2C)C1 (configuration not stated)	-16%
CC1(C(=O)NS(=O)(=O)c2ccc(Cl)cc2)CCN1C(=O)Cc1cc(F)ccc1F (configuration not stated)	15%
CC(C)C1C(=O)N(Cc2cn(CCC3OCCCO3)nn2)CCS(=O)(=O)N1Cc1ccc(-c2cccc(CO)c2)cc1 (configuration not stated)	1%
CCCCCCSc1ccc(-c2nc3ccc(C)cn3c2NCCCC)cc1OC	2%
O=C(Nc1ccc2c(c1)OCO2)c1csc(COCCO)n1	58%
COC(=O)NC1CC2C=CC1C1C=CC21 (configuration not stated)	-2%
COc1ccc(CN2CCC(C)(Oc3ccc4c(c3)OCO4)C2)c2ccccc12 (configuration not stated)	-4%
O=C(COC(=O)CCNS(=O)(=O)c1ccc(Cl)cc1)NCc1ccccc1	-5%
CC(=O)Oc1ccccc1Cn1c(C)c(C(=O)NCc2ccccc2C(F)(F)F)sc1=O	-25%
COc1cc(CN2C[C@@H](CO)O[C@@H](n3cnc4c(N5CCCC5)ncnc43)C2)cc(OC)c1OC	14%
C[C@@H]1CN([C@@H](C)CO)C(=O)c2cc(Br)cnc2O[C@H]1CN(C)C(=O)CN1CCOCC1	2%
CC(=O)c1ccc(OCc2c(-c3ccccc3)nnn2CC(=O)NS(=O)(=O)c2ccccc2C)cc1	-1%
O=c1c(N=Nc2ccccc2)c[nH]n1-c1ccccc1	?
CCn1c2ccccc2c2nnc(SC3CCOC3=O)nc21 (configuration not stated)	2%
NC(c1ccccc1)c1csc(Nc2ccc(C(=O)c3ccccc3)cc2)n1 (configuration not stated)	-21%
Cc1ccc(C(=O)C(OC(=O)CNC(=O)COc2ccccc2C)c2ccccc2)cc1 (configuration not stated)	14%
C[C@@H]1CCCCO[C@H](CN(C)Cc2ccc(Cl)c(Cl)c2)[C@@H](C)CN([C@H](C)CO)C(=O)c2cc(N(C)C)ccc2O1	3%
CCc1nc2ccc(C(=O)N3CCN(S(=O)(=O)CC)CC3)cn2c1N(CCC(C)C)CCN(C)C	0%
CCOC(=O)C(=O)N(C)c1c(CC)nc2c(OCc3ccccc3OC)cccn12	-5%
COc1ccc(-c2nc3ccc(C)cn3c2Cc2cccc(F)c2)cc1OC	0%
COc1ccc(S(=O)(=O)NC(=O)C2(C)CCN2C(=O)C2(c3ccccc3)CC2)cc1 (configuration not stated)	3%
CC1(C(=O)NS(=O)(=O)c2cccc(Cl)c2)CCN1C(=O)C1CC1 (configuration not stated)	3%
Cc1cn([C@H]2C[C@H](O)[C@@H](CCC(=O)NCCCc3ccccc3)O2)c(=O)[nH]c1=O	3%
COc1ccccc1N(C)S(=O)(=O)c1ccc(C(=O)N(C)Cc2cccc(F)c2)cc1	-10%
O=C1OCCC1=COCCOC=C1CCOC1=O	2%
COc1cccc(/C=C/C(=O)OCC(=O)c2ccc[nH]2)c1	-2%
O=C(NCc1ccccc1)C1c2ccccc2OCC(=O)N1Cc1cccnc1 (configuration not stated)	23%
CC(C)CC1C(=O)N(Cc2cn(Cc3ccco3)nn2)CCS(=O)(=O)N1Cc1ccc(-c2ccc(Cl)c(Cl)c2)cc1 (configuration not stated)	-75%
CCCC(=O)N1CCC1(C)C(=O)Nc1ccc(OC(F)F)cc1 (configuration not stated)	16%
CCN(CC)C(=O)C1=C(C)N(Cc2ccccc2)C(=O)C(CC(=O)NCCN2CCOCC2)C1 (configuration not stated)	-26%

# An excerpt from above in order of heavy-atom count, largest number first:
SMILES	BRCA1 expr act
CC(C)C1C(=O)N(Cc2cn(CCC3OCCCO3)nn2)CCS(=O)(=O)N1Cc1ccc(-c2cccc(CO)c2)cc1 (configuration not stated)	1%
CCOC(=O)C(=O)N(C)c1c(CC)nc2c(OCc3ccccc3OC)cccn12	-5%
CC1(C(=O)NS(=O)(=O)c2cccc(Cl)c2)CCN1C(=O)C1CC1 (configuration not stated)	3%

# Other results
SMILES	BRCA1 expr act
CNc1cccc(-c2cccc(C(=O)N3CCOCC3)c2)n1	60%
CC(=O)N1CCCC(C)(C(=O)N(C)Cc2cccc3ccccc23)C1 (configuration not stated)	-24%
O=c1[nH][nH]c2c1[C@H](c1ccc(F)cc1)O[C@H](CCc1ccccc1)C2	19%
Cc1c(NC(=O)c2cccc(NC(=O)Cc3ccccc3Cl)c2)c(=O)n(-c2ccccc2)n1C	0%
CCOCCCNC(=O)Cn1nc(-c2ccc(OC)c(OC)c2)ccc1=O	3%
COc1ccccc1N1CCN(C(=O)CCCCCn2c(=S)[nH]c3cc4c(cc3c2=O)OCO4)CC1	-3%
C[C@H](CO)N1C[C@H](C)[C@H](CN(C)C(=O)c2cc(-c3ccccc3)on2)OCc2cnnn2CCCC1=O	-17%
Cc1nccn1-c1ccc(NC(=O)[C@H]2O[C@@H](n3cnc4c(N)ncnc43)[C@H](O)[C@@H]2O)cc1	-5%
CCCCN(C=O)c1c(CC)nc2c(OCc3cc(Cl)cc(Cl)c3)cccn12	-29%
CCCCn1nnnc1C1(C)CCC(=O)N1Cc1cc(OC)ccc1OC (configuration not stated)	20%
CCCCCC(=O)N1C[C@@H](O)[C@H](n2cc(C3CC3)nn2)C[C@@H]1c1ccc(Cl)cc1	9%
CN(CCO)c1ccc2c(c1)OC[C@@H](Cc1ccccc1)NS2(=O)=O	0%
CC1(C(=O)NCc2ccc3c(c2)OCO3)CCN1C(=O)Cc1ccc(Cl)cc1Cl (configuration not stated)	-3%
